Screens (PubChem)
Tb PYK inh: inhibitors of Trypanosoma brucei pyruvate kinase; TbPYK enzyme, Kinase-Glo Plus ATP luminescence, 45 min; Potency, µM (top dose mostly 76.8 µM), for inactives: top-dose activity, negative = inhibition, usual class: inhibitors; 410,000 tested, 0.12% active; AID 624173; active = well fitted inhibition curve with a large enough effect; inconclusive = small, poorly fitted or top-dose-only effect; note: nearly all actives have a fitted effect of over 50% in size
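Enzyme and substrate buffer are dispensed first and compound is pin-transferred. ADP at 130 uM final then starts the reaction, which runs 45 min at room temperature. Detection reagent is added for 10 min before luminescence is imaged.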
The depositor's hits bear a star; ? = inconclusive; [ ] = remark or other dose. % is set by controls: 0 for no effect and ±100 for the full control effect; potency is the fitted concentration of half-maximal effect. Only part of the results is shown; rates above refer to the full screens.

cpd	smiles	Tb PYK inh
1	NCCCCC(NC(=O)C1CCCN1C(=O)C1CSSCC(N)C(=O)NC(Cc2ccccc2)C(=O)NC(Cc2ccccc2)C(=O)NC(CCC(N)=O)C(=O)NC(CC(N)=O)C(=O)N1)C(=O)NCC(N)=O (stereo not given)	4.5%
2	CCc1ccccc1NC(=O)N1CC(CC)Oc2ccc(Cl)cc21 (stereo not given)	0.0%
3	COCC(=O)N1CCC2(CCN(Cc3ccccc3OC)CC2)CC1	-5.9%
4	COc1cc(Cl)c(C)cc1NC(=O)Cn1ncc2c3ccccc3n(Cc3ccccc3)c2c1=O	-3.7%
5	Cc1ccc(CSc2nc3ccncc3n2Cc2nc(-c3ccccc3C)oc2C)cc1	-9.4%
6	CCOC(=O)c1ccc(NC(=O)c2cc3cc(C)ccc3n2C)cc1	-8.9%
7	CSc1ccc(CCNC(=O)c2c(C)nn(-c3ccc(F)cc3)c2-n2cccc2)cc1	0.5%
8	CCc1nnc(NC(=O)c2nc(SCc3ccccc3C)ncc2Cl)s1	1.7%
9	Cc1nc(-c2ccc(S(=O)(=O)Nc3ccc(C)c(N(C)C)c3)cc2)co1	0.3%
10	Cc1c(-c2nnc(SCC(=O)Nc3ccccc3F)o2)nnn1-c1ccc(F)cc1	-17.6%
11	CCc1ccc(NC(=O)C2CCCN2S(=O)(=O)c2ccc3nc(-c4ccccc4)[nH]c3c2)cc1 (stereo not given)	6.3%
12	COc1cc(NC(=O)c2c(-c3ccc(C)cc3)nnc3ccccc23)cc(OC)c1OC	12.6%[15.4 µM]
13	O=C(CSc1nc(-c2ccccc2)no1)N1CCN(c2ccc(F)cc2)CC1	1.3%
14	CCOC(=O)c1sc(NC(=O)c2cc3nc(-c4ccc(Br)cc4)cc(C(F)(F)F)n3n2)c(C(=O)OCC)c1C	2.2%
15	Cc1ccccc1NC(=O)c1c(C)oc2ccc(O)c(CN3CCOCC3)c12	-2.1%
16	CCOc1ccc(-c2nnc(SCC(=O)NCc3ccccc3)o2)cc1	-10.0%
17	COc1ccc(Nc2c(-c3ccc(Cl)cc3)nc3cnccn23)cc1OC	-4.0%
18	CC(C)CCn1c(=O)c2sccc2n2c(CCCC(=O)NC(C)c3ccccc3)nnc12 (stereo not given)	3.3%
19	CCOC(=O)c1cccc(NC(=O)NCc2ccc3c(c2)CCN3C(=O)c2ccccc2)c1	3.1%
20	COc1ccc(-c2noc(-c3ccc(N4CCN(c5ccc(OC)cc5)CC4)c([N+](=O)[O-])c3)n2)cc1	-2.0%
21	Cc1cccc(NC(=O)c2cn(-c3ccccc3)nc2-c2ccccc2)c1C	-3.3%
22	COc1ccc(N2CCN(C(=O)CSCc3nc(-c4ccccc4Cl)oc3C)CC2)cc1	-0.6%
23	Cc1cc(Cl)ccc1Nc1ncnc2onc(C)c12	0.3%
24	CCOc1ccccc1C(=O)NC1(C(F)(F)F)NC(=O)N(CCc2ccc(OC)c(OC)c2)C1=O (stereo not given)	-8.9%
25	CCc1ccccc1NC(=O)Nc1nnc(N(C)Cc2ccccc2)s1	2.6%
26	COc1ccccc1NC(=O)c1cc(=O)c2ccc(C)c(C)c2o1	-4.5%
27	Cc1ccc(Cl)cc1N1CCN(CCCNC(=O)Cn2ncc3c([nH]c4ccccc43)c2=O)CC1	4.2%
28	COc1ccc(-c2cc(C(C)=O)c(C)n2CCC(=O)NCc2ccc(C)cc2)cc1	-1.4%[15.4 µM]
29	Cc1ccccc1C(=O)NC1(C(F)(F)F)C(=O)Nc2c1c(=O)[nH]c(=O)n2-c1ccc(F)cc1 (stereo not given)	3.1%
30	Cc1ccc2c(c1)c(=O)c(C(=O)c1ccncc1)cn2CC(=O)Nc1ccc(C(C)C)cc1	-2.8%
31	CCOC(=O)C1=C(CNCc2ccc(Cl)cc2)NC(=O)NC1c1ccccc1 (stereo not given)	-11.7%
32	COc1ccccc1NC(=O)N1CC=C(c2c[nH]c3ccccc23)CC1	-5.5%
33	O=C(CSc1nccn1Cc1ccccc1)Nc1nc2ccccc2s1	2.4%
34	CC(C)Cn1cc(NC(=O)NCc2ccccc2)c2ccccc2c1=O	2.6%
35	CC(=O)c1cc(-c2ccccc2)n(CCC(=O)Nc2ccc(C(C)C)cc2)c1C	1.9%[15.4 µM]
36	O=C(Cn1nc(N2CCN(c3ccccc3)CC2)ccc1=O)Nc1ccc(F)cc1F	-1.9%
37	CC(=O)c1ccc(NC(=O)c2cc3sccc3n2Cc2ccc(F)cc2)cc1	7.3%
38	COc1cc(C(=O)N2CCc3c([nH]c4ccccc34)C2c2ccccc2)cc(OC)c1OC (stereo not given)	-7.4%
39	O=C(NCc1cccc(F)c1)c1ccc2nc(N3CCCCC3)sc2c1	-2.6%
40	Cc1ccccc1CNC(=O)C1CCCCN1S(=O)(=O)c1ccc(F)cc1 (stereo not given)	9.0%
41	C=CCc1ccccc1OCc1nc2ccccc2n1CC	1.3%
42	CCn1c(C(=O)NCc2ccc(OC)cc2)cc2sc(Cl)cc21	-4.4%
43	Cc1cc(=O)n(C(C)C(=O)NCc2ccccc2Cl)c2c1c(C)nn2-c1ccccc1 (stereo not given)	4.4%
44	Cc1ccc(-n2c(=O)c3c(c4cc(C)ccc4n3C)n(CC(=O)N3CCCC3)c2=O)cc1	-1.3%
45	Cc1ccc(S(=O)(=O)CC(=O)Nc2sc3c(c2C#N)CCCCC3)cc1	0.7%[15.4 µM]
46	CCc1ccc(-n2nc(CO)c(C(=O)NC)n2)cc1	0.0%
47	COc1ccccc1NC(=O)C1CCC(CNS(=O)(=O)c2ccc3c(c2)CC(C)N3C(C)=O)CC1 (stereo not given)	-4.9%
48	O=C(CN1C(=O)C2(SCC(=O)N2c2ccccc2)c2ccccc21)NCc1ccccc1Cl (stereo not given)	0.4%
49	CCOC(=O)c1c(C)c(-c2ccccc2)n(CC(=O)NCCc2ccc(C)cc2)c1C	-0.4%
50	CCCC1=Nc2cc(C(=O)NCCCN(CC)CC)ccc2Sc2ccccc21	2.5%

3 structures from above, ordered by length of the SMILES, ascending:
cpd	smiles	Tb PYK inh
45	Cc1ccc(S(=O)(=O)CC(=O)Nc2sc3c(c2C#N)CCCCC3)cc1	0.7%[15.4 µM]
49	CCOC(=O)c1c(C)c(-c2ccccc2)n(CC(=O)NCCc2ccc(C)cc2)c1C	-0.4%
44	Cc1ccc(-n2c(=O)c3c(c4cc(C)ccc4n3C)n(CC(=O)N3CCCC3)c2=O)cc1	-1.3%

Another view of some results above.
[42] CCn1c(C(=O)NCc2ccc(OC)cc2)cc2sc(Cl)cc21
  Tb PYK inh: -4.4%
[43] Cc1cc(=O)n(C(C)C(=O)NCc2ccccc2Cl)c2c1c(C)nn2-c1ccccc1 (stereo not given)
  Tb PYK inh: 4.4%
[44] Cc1ccc(-n2c(=O)c3c(c4cc(C)ccc4n3C)n(CC(=O)N3CCCC3)c2=O)cc1
  Tb PYK inh: -1.3%
[45] Cc1ccc(S(=O)(=O)CC(=O)Nc2sc3c(c2C#N)CCCCC3)cc1
  Tb PYK inh: 0.7%[15.4 µM]

Continued:
cpd	smiles	Tb PYK inh
51	CCc1ccc(-c2nn(CC(=O)Nc3ccccc3C)c3c2cnc2ccc(C)cc23)cc1	-1.5%
52	CCOC(=O)c1c(NC(=O)c2cc(-c3cccc(Cl)c3)on2)sc(C)c1C	-4.7%
53	CCOC(=O)c1[nH]c2ccccc2c1NC(=O)c1ccccc1F	-0.7%
54	CC(CN1CCOCC1)C(Cc1ccccc1)(Cc1ccccc1)C(=O)N1CCCC1 (stereo not given)	-12.1%[157 µM]
55	Cc1ccccc1NC(=O)Cn1c(=O)n(Cc2ccco2)c(=O)c2ccc(C(=O)NC3CCCC3)cc21	-0.8%
56	C#CCn1cnc2c(cnn2-c2ccc(F)cc2)c1=O	1.4%
57	O=C(CN1C=NS(=O)(=O)c2ccccc21)Nc1ccccc1F	-0.5%
58	CC1CCN(S(=O)(=O)c2ccc3c(c2)CCN3C(=O)Nc2ccc(Br)cc2F)CC1	-0.9%
59	Cc1ccc(C)c(-c2nn(CC(=O)Nc3cc(F)ccc3F)c(=O)c3c2CCCC3)c1	-1.7%
60	CCS(=O)(=O)c1nc(S(=O)(=O)c2ccc(C)cc2)c(NC)s1	-4.1%
61	COc1cccc(Nc2c3c(nc4nncn24)CCC3)c1	0.7%
62	COc1ccccc1/C=C/c1onc(C)c1S(=O)(=O)N1CCC(C(=O)N2CCC(C)CC2)CC1	3.8%[15.4 µM]
63	CCOc1ccc(NC(=O)CN2C(=O)COc3ccc(S(=O)(=O)NC4CCCC4)cc32)cc1	-8.4%
64	COc1ccc(NC(=O)CSc2nc3c(c(=O)[nH]2)CN(Cc2ccccc2)CC3)cc1Cl	1.2%
65	COc1ccc(N2CCN(C(=O)CCNS(=O)(=O)c3ccc4c(c3)CCN4C(=O)C3CC3)CC2)cc1	-1.5%
66	O=C(CSc1nc2c(c(=O)[nH]1)CN(Cc1ccc3c(c1)OCO3)CC2)Nc1ccc(F)c(F)c1	0.6%
67	Cc1ccc(Nc2c(-c3ccc(N(C)C)cc3)nc3nc[nH]n23)cc1	0.5%
68	Cc1ccc(S(=O)(=O)Cc2nc(-c3ccc(C(=O)NCc4ccccc4)cc3)oc2C)cc1	0.1%
69	Cc1cc(=O)n2c(C(=O)Nc3ccc(F)c(Cl)c3)c(C(=O)Nc3cccc(C)c3C)sc2n1	-7.8%
70	O=C(c1ccncc1)N1CCC[C@@]2(CCN(c3ncccn3)C2)C1	3.5%
71	CCCCC12CN3CC(C)(CN(C1)C3c1ccc(O)c(OC)c1)C2=O (stereo not given)	2.1%
72	COc1ccc(N2CC(NC(=O)C3CCCCC3)CC2=O)cc1 (stereo not given)	-2.6%
73	CCOC(=O)c1c(NC(C)=O)c2c3c(sc2n1Cc1nc(-c2ccccc2C)oc1C)CCCC3	2.0%
74	CCNC(=O)CC1C(=O)N(c2ccc(C)cc2)C(=O)N1Cc1ccc(C)cc1 (stereo not given)	-3.3%
75	CCOc1ccc2nc(NC(=O)c3cccn(Cc4ccccc4C)c3=O)sc2c1	5.5%
76	COC(=O)C(C)NC(=O)N1CCN(c2nnc(C)c3c(C)n(-c4ccc(Cl)cc4)nc23)CC1 (stereo not given)	1.3%
77	CN[C@H](CC(C)C)C(=O)N[C@H]1C(=O)N[C@@H](CC(N)=O)C(=O)N[C@H]2C(=O)N[C@H]3C(=O)N[C@H](C(=O)N[C@H](C(=O)O)c4cc(O)cc(O)c4-c4cc3ccc4O)[C@H](O)c3ccc(c(Cl)c3)Oc3cc2cc(c3O[C@@H]2OC(CO)[C@@H](O)[C@H](O)[C@H]2O[C@H]2C[C@](C)(N)[C@H](O)[C@H](C)O2)Oc2ccc(cc2Cl)[C@H]1O (stereo not given in full)	2.0%
78	O=C(CSc1nnc(-c2cccc(F)c2)c(-c2cccc(F)c2)n1)NC1CCCCC1	-5.8%
79	CCC(C)(C)NC(=O)C1CCC(CNS(=O)(=O)c2ccc3c(c2)CC(C)N3C(C)=O)CC1 (stereo not given)	-2.8%
80	COc1ccccc1C(=O)Nc1c(C(=O)N2CCN(c3ccccc3F)CC2)oc2ccccc12	4.7%
81	Cn1nnc2c(NCCc3ccccc3)ncnc21	18.0%
82	COc1cc2oc(=O)c(CC(=O)NCc3ccc(OC)c(OC)c3)c(C)c2cc1Cl	-3.5%
83	COC(=O)c1sccc1S(=O)(=O)N(CC(=O)NCc1ccc(F)cc1)c1ccc(Cl)cc1	1.4%
84	COc1ccccc1N1CCN(S(=O)(=O)c2cc(-c3cc(C)no3)ccc2C)CC1	0.8%[15.4 µM]
85	Oc1ccc(-c2nc(-c3ccccc3)c(-c3ccc(Br)cc3)[nH]2)cc1	1.0%
86	O=C(NC1CC(=O)N(c2ccc(Cl)cc2)C1)c1cc2ccccc2o1 (stereo not given)	-2.5%
87	O=C(NCc1cccc(Cl)c1)C1CCN(c2nn3cc(-c4ccc(F)cc4)nc3s2)CC1	0.9%
88	COc1ccc(CCNC(=O)c2cc(=O)[nH]c3ccc(S(=O)(=O)N4CCCCC4)cc23)cc1OC	2.4%
89	CCOc1cc(-c2ccc(OC(=O)c3ccccc3Cl)c(OC)c2)cc(=O)c2c(C)oc(C)c12	-13.9%
90	Cc1nc(SC(C)C(=O)Nc2ccccc2Cl)cc(-c2ccccc2)n1 (stereo not given)	0.0%
91	COc1ccccc1CNC(=O)c1c[nH]c2ccc(S(=O)(=O)Nc3cc(C)cc(C)c3)cc2c1=O	-0.4%
92	COc1cccc(NC(=O)C2CCCN(S(=O)(=O)c3ccc4[nH]c(=O)ccc4c3)C2)c1 (stereo not given)	2.7%
93	CC(C)c1ccc(NC(=O)CCS(=O)(=O)c2ccc3c(c2)CC(=O)N3C)cc1	4.9%
94	COC(=O)c1cccnc1-n1c(=O)c2cccnc2n(CC(=O)Nc2ccc(C)cc2C)c1=O	-6.4%
95	CSCCC(NS(=O)(=O)c1cccs1)C(=O)Nc1ccc(C)c(Cl)c1 (stereo not given)	4.5%
96	O=C(COc1ccc(Cl)cc1)Nc1ccc(C(=O)OCc2cc(=O)n3ccsc3n2)cc1	3.0%
97	CCCOc1ccc(C(=O)Nc2cc(-c3nc4ccccc4[nH]3)ccc2C)cc1	12.4%
98	O=C(Nc1ccc(Cl)cc1)c1cnn2c1NC(c1ccccc1)=CC2c1ccccc1 (stereo not given)	0.2%
99	COc1cc([C@@H]2Nc3c(F)cccc3[C@@H]3C=CC[C@@H]32)cc(Br)c1OC	?
100	COc1ccc(NC(=O)Cn2ncc3c4ccccc4n(Cc4ccccc4)c3c2=O)cc1OC	1.2%
